Glyco luc inh – increase of ERlucT glycosylation luciferase signal, primary screen, N-linked glycosylation inhibitor project, D54 ERlucT cells, luminescence, set 2. D54 ERlucT glycosylation luciferase reporter, 24 h; percent of 100 nM tunicamycin response. reporter increase, % at 12.5 µM. 0.23% of 360,000 active. AID 588692, 2011;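 active means mean luciferase reporter signal, scaled so untreated is 0 and the glycosylation-blocking control 100, at or above a set limit in every replicate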;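 further: luciferase carries N-glycosylation sites so blocking glycosylation raises the light; 0% = median of neutral control wells and 100% = median of 100 nM tunicamycin wells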
TLR9-MyD88 block – inhibitors of TLR9-MyD88 association in cells, primary screen, cell-based, CHO, BLA complementation, fluorescence; Toll-like receptor 9 (Homo sapiens) + Myeloid differentiation primary response protein …; CCF4 FRET ratio; inhibition, % at 4.98 µM; 0.21% of 340,000 active;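 active means inhibition above the mean over all tested compounds plus 3 SD, cut at about 21% in these data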;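 further: 0% = DMSO only wells and 100% = clavulanate BLA inhibitor control wells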
Target sequence (Q99836 whole entry, looked up): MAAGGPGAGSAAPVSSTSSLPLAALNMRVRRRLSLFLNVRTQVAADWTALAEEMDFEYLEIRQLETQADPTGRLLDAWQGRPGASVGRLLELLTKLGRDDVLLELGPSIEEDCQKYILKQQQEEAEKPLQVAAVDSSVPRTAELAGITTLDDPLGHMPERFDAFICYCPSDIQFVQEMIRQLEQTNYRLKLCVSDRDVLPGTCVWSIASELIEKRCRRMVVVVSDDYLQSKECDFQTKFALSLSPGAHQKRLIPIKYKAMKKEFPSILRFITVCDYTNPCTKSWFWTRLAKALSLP
Target sequence (Q9NR96 whole entry, looked up): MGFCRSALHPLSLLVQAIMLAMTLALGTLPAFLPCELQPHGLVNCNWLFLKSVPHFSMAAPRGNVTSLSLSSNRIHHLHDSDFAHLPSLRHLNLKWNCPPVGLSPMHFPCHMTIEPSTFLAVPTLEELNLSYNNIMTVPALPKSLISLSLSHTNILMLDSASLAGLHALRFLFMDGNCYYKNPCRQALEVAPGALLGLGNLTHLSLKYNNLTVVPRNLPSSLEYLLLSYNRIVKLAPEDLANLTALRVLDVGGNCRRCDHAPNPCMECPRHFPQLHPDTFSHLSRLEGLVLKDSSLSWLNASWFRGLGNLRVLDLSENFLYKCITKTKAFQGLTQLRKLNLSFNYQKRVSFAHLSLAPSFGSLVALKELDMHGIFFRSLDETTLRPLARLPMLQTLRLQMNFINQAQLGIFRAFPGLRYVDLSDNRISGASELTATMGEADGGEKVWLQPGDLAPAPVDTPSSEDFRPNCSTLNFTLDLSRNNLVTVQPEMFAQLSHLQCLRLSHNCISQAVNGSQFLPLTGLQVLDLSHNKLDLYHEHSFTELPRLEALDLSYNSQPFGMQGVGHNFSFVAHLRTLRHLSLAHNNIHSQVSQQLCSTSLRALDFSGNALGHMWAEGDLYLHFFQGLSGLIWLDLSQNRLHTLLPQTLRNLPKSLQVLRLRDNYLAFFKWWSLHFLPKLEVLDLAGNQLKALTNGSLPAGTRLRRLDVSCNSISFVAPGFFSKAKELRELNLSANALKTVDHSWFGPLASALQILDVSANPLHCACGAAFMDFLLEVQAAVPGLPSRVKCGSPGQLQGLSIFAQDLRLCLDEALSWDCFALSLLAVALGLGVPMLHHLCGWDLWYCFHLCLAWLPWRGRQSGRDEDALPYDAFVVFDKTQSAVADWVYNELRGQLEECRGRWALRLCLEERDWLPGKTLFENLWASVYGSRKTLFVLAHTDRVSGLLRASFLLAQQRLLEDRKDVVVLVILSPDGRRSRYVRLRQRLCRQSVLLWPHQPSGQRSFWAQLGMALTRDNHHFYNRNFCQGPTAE
ABHD5 PLIN5 PPI – ABHD5-PLIN5 interaction inhibitors, primary screen, cell lysate, split luciferase complementation, luminescence; Perilipin-5 (Homo sapiens) + 1-acylglycerol-3-phosphate O-acyltransferase ABHD5 (Homo …; Split G. princeps luciferase complementation, 4 h; inhibition, % at 4 µM; 0.78% of 360,000 active; AID 602281, 2012;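 active means inhibition above the mean inhibition across every tested compound plus 3 SD, cut at about 22% in these data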;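 further: 0% = DMSO only wells and the 100% control is not disclosed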
SRC2 inh – inhibition of GAL4-SRC2 driven luciferase reporter, primary screen, SRC2 inhibitor project, cell-based, luminescence | Nuclear receptor coactivator 2 (Homo sapiens), Q15596 | 0.17% of 370,000 active | HEK293 GAL4-SRC2 luciferase reporter | inhibition, % at 9 µM | AID 651957, 2012;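 active means inhibition above the mean inhibition of all tested compounds plus 3 SD, set per campaign, cut at about 52% in these data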;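 further: 0% = DMSO treated cells and 100% = cells given Gossypol at 36 µM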
m5-HT2A agonist – mouse Htr2a agonists via beta-arrestin recruitment, primary screen, cell-based, luminescence | CHO-K1 mHTR2A beta-arrestin complementation; percent of 30 µM serotonin response | activation, % at 7.6 µM | 0.66% of 360,000 active | AID 624169, 2012;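 active means activation above a run cutoff, the mean activation of all tested compounds plus 3 SD, cut at about 14% in these data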;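 further: 0% = plate median of compound wells and 100% = 30 µM serotonin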
NOD2-RIPK2 inh – NOD2-RIPK2 binding disruptors in cells, primary screen, fluorescence, CHO cells, BLA complementation; CCF4 ratio; inhibition, % at 4.98 µM; 0.38% of 360,000 active; AID 624267, 2012; in the data active means inhibition above about 21%;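 further: 0% = vehicle only and 100% = reference blocker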
H9c2 protect – cardioprotection against H2O2-induced cell death, primary screen, uHTS, H9c2 cells, ATPLite luminescence; H9c2 cardiomyocytes, H2O2 injury protection, 2 h; protection from H2O2 cell death, % at 20 µM; 0.63% of 360,000 active;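 active means compounds giving at least 50% protection of heart cells from peroxide-induced death in the single-dose screen, raw or plate-pattern-corrected value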;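 further: 0% = DMSO wells with peroxide and 100% = DMSO wells without peroxide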
MC4R antag cAMP – MC4R antagonists of cAMP signaling, primary screen, cell-based, TR-FRET, antagonist arm of biased-ligand search | Melanocortin receptor 4 (Homo sapiens), P32245 | MC4R-expressing cells, MTII-stimulated cAMP, LANCE TR-FRET | inhibition, % at 6.5 µM | 0.48% of 360,000 active;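 active means inhibition above its plate's cutoff, the mean of tested wells on that plate plus 3 SD, cut at about 29% in these data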;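 further: 0% = Melanotan II alone and 100% = Melanotan II plus saturating MCL0020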
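System: U2OS-MC4R stable cell line; Technique: Eu-cAMP/anti-cAMP TR-FRET, emission 671 nm; Repeats: single well per compound; Also added: Melanotan II; Dosing: one concentration, 6.5 µM nominal; Schedule: 30-min compound, 1-h challenge, 1-h detection, room temperature.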
MC4R barr agon – MC4R agonists recruiting beta-arrestin, primary screen, cell-based, luminescence, agonist arm of biased-ligand search; Melanocortin receptor 4 (Homo sapiens), P32245; U2OS MC4R beta-arrestin complementation; percent of melanotan II response, DMSO zero; activation, % at 8.9 µM; 0.98% of 360,000 active;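 active means activation above a per-plate cutoff, the mean activation of sample wells on that plate plus 3 SD, cut at about 8% in these data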
ABCB6 inh MLPCN – ABCB6 transporter inhibitors, primary screen, K562-ABCB6 cells, flow cytometry, MLPCN library; AID 602162, 2011; fluorescence ratio to DMSO, % at 10 µM; 0.19% of 360,000 active; ATP-binding cassette sub-family B member 6 (Homo sapiens), Q9NP58; K562-ABCB6 porphyrin accumulation, 1 h; active compounds read low;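 active means fluorescence ratio to DMSO below 75%, the collection mean minus 3 SD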;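 further: signal is porphyrin accumulated inside mitochondria; 100% equals median channel fluorescence of DMSO control wells; lower ratio means ABCB6 inhibition with less porphyrin fluorescence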
The depositor's hits bear a star; . = not tested or not shown.

SMILES	Glyco luc inh	TLR9-MyD88 block	ABHD5 PLIN5 PPI	SRC2 inh	m5-HT2A agonist	NOD2-RIPK2 inh	H9c2 protect	MC4R antag cAMP	MC4R barr agon	ABCB6 inh MLPCN
COC(=O)c1c(NC(=O)C2(C)Cc3ccccc3C(=O)O2)sc2c1CCCC2 (stereo not given)	-1.8	-3.3	-0.5	1.4	4.1	-4.8	-8.0	5.2	-1.0	96.0
CCCCC(Sc1nc(N)c(NC(=O)c2ccco2)c(=O)[nH]1)C(=O)O (stereo not given)	2.0	3.9	-3.4	-10.0	4.9	1.4	6.3	11.1	-2.3	91.0
COc1ccc(CN(CC(=O)NCc2ccccc2)C(=O)c2csnn2)cc1	-0.3	-8.9	4.3	-54.3	-0.7	0.3	0.1	-1.9	1.5	104.0
CCOC(=O)/C(C)=N/Nc1nc(-c2ccc(NC(C)=O)cc2)cs1	0.2	.	-7.5	-33.3	1.9	-4.1	40.6	4.5	-0.6	101.0
CN(C)CCCN(C(=O)/C=C/c1cccs1)c1nc2ccc(F)cc2s1	-6.0	-0.8	38.7*	-11.3	-6.0	10.4	-12.3	-7.5	10.0*	101.0
O=C(Nc1cccc(S(=O)(=O)Nc2ccccc2Cl)c1)c1ccc(Cl)nc1	-1.8	-1.5	-6.2	16.1	7.1	-6.0	-9.9	3.1	0.0	95.0
CCC(NS(=O)(=O)c1cnn(CC)c1)c1ccccc1 (stereo not given)	2.0	11.6	5.4	17.0	-4.6	5.4	-2.8	19.2	-1.3	101.0
COc1ccc(NC(=O)c2cc(-c3ccccc3)nc3c2cnn3C(C)C)cc1	-0.5	-1.8	-2.6	-11.2	0.1	-5.9	1.4	2.6	3.1	98.0
Cc1ccc(C)c(C(=O)CSc2n[nH]c(-c3ccncc3)n2)c1	0.0	-3.5	5.8	3.0	1.0	-1.0	-9.6	6.0	-0.7	93.0
Cc1ccc(NC(=O)c2ncn(CCCN3CCN(c4ncccn4)CC3)n2)cc1C	0.0	-6.4	2.5	-25.8	2.5	-9.0	-6.8	-4.9	1.6	97.0
COc1ccccc1C(=O)Nc1nnc(S(=O)(=O)N2CCCCCC2)s1	-0.5	-0.2	0.2	-3.2	2.0	-7.9	-12.0	-2.0	-0.3	86.0
Cc1ccccc1Nc1nc(N)[nH]c(=O)c1N=O	9.4	.	-3.7	2.6	-6.8	-6.2	18.8	.	.	101.0
O=C(CN1C(=O)NC2(CCc3ccccc3C2)C1=O)NCC(F)(F)F (stereo not given)	-0.3	-9.0	-2.6	-12.1	-3.0	2.7	8.4	-3.9	-0.7	96.0
N#Cc1nc(N2CCCCC2)nc(N2CCOCC2)n1	-0.7	-8.6	-1.4	1.5	0.8	6.6	-1.9	-20.2	-1.4	91.0
NC(=O)c1cccc2c3c([nH]c12)CCCC3	-2.0	1.7	-3.3	.	-5.7	-3.6	5.1	-2.5	-1.4	100.0
Cc1cc2c([nH]c3ccccc32)c2c1OC(C)(C)C=C2	-5.7	1.8	-11.7	-63.3	1.6	-3.0	-10.2	2.4	3.1	101.0
CCCC#CCN1CCN(C23CC4CC(CC(C4)C2)C3)CC1	1.1	4.4	6.1	-20.5	2.2	-9.4	2.3	11.2	-0.6	94.0
CSc1nc(-c2ccco2)nn1C(=O)CCc1ccccc1	3.6	1.1	0.3	-31.4	-0.2	-8.0	22.3	0.8	-0.6	100.0
O=c1[nH]c2ccc(Cl)cc2[nH]1	-0.2	2.5	-1.5	-3.0	-0.4	-1.8	4.6	4.2	-0.2	108.0
COCCCn1c(=S)[nH]c(C)c(C)c1=O	0.2	-1.9	3.8	-24.7	1.4	-7.9	6.7	2.9	-1.7	92.0
CC(=O)NS(=O)(=O)c1ccccc1	1.0	6.2	1.4	-6.1	12.1	-1.1	9.7	1.0	0.9	99.0
CN(CC(=O)NCc1ccncc1)S(=O)(=O)c1ccc2ccccc2c1	-1.2	-7.3	-0.1	7.5	2.4	-3.9	-1.6	16.1	-1.1	101.0
CCOc1ccc(-c2cccc(NS(=O)(=O)c3ccc([N+](=O)[O-])cc3)c2)nn1	-0.6	-7.2	1.1	-2.1	-3.3	0.3	-8.6	7.6	-1.6	100.0
CC(C)C(=O)Nc1ccc(C(=O)Nc2nnc(C(C)(C)C)s2)cc1	-0.6	.	2.2	1.3	0.7	-3.0	-0.4	-5.5	1.0	96.0
COc1cc(NS(C)(=O)=O)c(OC)cc1NC(=O)c1cccc(F)c1	4.1	2.8	5.9	5.1	1.7	-13.3	-0.2	-2.3	-1.5	101.0
Cc1ccc(C)c(OCC(=O)N(Cc2nnc(-c3ccccc3Cl)o2)C2CC2)c1	0.3	-2.9	2.1	-60.4	0.8	11.6	-2.6	4.1	-2.1	101.0
CCCOC(=O)Cn1c(=O)c2cc3c(=O)n(CC(=O)OCCC)c(=O)c3cc2c1=O	2.6	11.3	-4.9	14.3	-0.6	-0.7	10.6	-2.1	-0.3	99.0
Brc1ccc2oc(-c3ccn[nH]3)cc2c1	-1.6	.	2.4	-66.3	-1.6	-2.3	-8.4	-5.7	-2.1	100.0
O=C(Nc1ccc(Br)cc1F)c1sccc1-n1cccc1	0.7	-6.9	5.7	-39.3	-4.3	-2.4	-1.7	-6.1	0.0	97.0
COc1ccccc1CNC(=O)COc1ccc(Br)c(C)c1	-2.0	-9.3	5.0	-21.8	-0.2	12.3	-7.3	-0.1	1.1	94.0
O=C(Cn1nc(C(F)(F)F)c2c1CCCC2)Nc1ccc2c(c1)OCO2	-0.7	-0.9	-1.9	1.7	-3.9	4.0	5.0	14.6	1.9	106.0
COc1ccc2nc(SCC(=O)c3ccco3)[nH]c2c1	-1.5	3.0	-9.4	-13.7	-2.3	0.7	-6.1	11.1	0.4	99.0
CC(C)N1CCC(N2CCN(C3CCCCC3)CC2CCO)CC1 (stereo not given)	-0.5	-7.6	6.4	7.7	-3.6	3.3	12.3	1.9	0.6	92.0
O=C(CN1C(=O)NC2(CCCCC2)C1=O)NC1CCCc2ccccc21 (stereo not given)	1.3	0.2	-5.1	3.1	-2.0	-1.7	-0.2	0.8	-1.9	78.0
Nc1c(C(=O)Nc2ccccc2)nnn1-c1ccc2c(c1)OCCO2	-15.8	1.8	1.3	-4.7	-5.5	-4.8	-11.0	7.9	2.6	97.0
CCCCn1c(N)c(N(CC(C)C)C(=O)c2oc3c(Cl)cccc3c2C)c(=O)[nH]c1=O	0.1	-1.3	-1.4	5.5	2.5	-8.3	3.0	0.2	0.3	102.0
CCn1ccnc1CN1CCCC(C(=O)c2ccc3c4c(cccc24)CC3)C1 (stereo not given)	-1.6	3.5	6.5	6.0	-7.5	-6.6	2.6	-3.4	-2.9	100.0
CC(=O)Nc1ccc(S(=O)(=O)Nc2nnc(C)s2)cc1	3.0	1.4	7.1	8.7	2.5	-8.7	2.5	-2.6	-1.7	97.0
Cc1ccccc1OCCCN1CCCC1	-0.4	1.5	0.4	-3.8	-5.9	-1.4	-5.4	3.2	0.5	95.0
Cc1cnccc1CN(C)Cc1nc(Cc2ccccc2Cl)no1	-3.4	-7.6	-2.3	14.1	0.3	2.7	-18.3	-3.3	-1.2	92.0
CCc1ccc(Oc2coc3cc(OC(=O)c4cc5ccccc5oc4=O)ccc3c2=O)cc1	1.7	3.3	-12.9	-8.0	4.6	-12.9	5.5	1.4	2.7	103.0
COc1ccccc1C(=O)CC(=O)C(=O)Nc1cccc([N+](=O)[O-])c1C	1.9	-4.9	-2.1	7.1	5.9	-2.9	7.8	5.8	-0.1	94.0
CC1CCC(O)(C(C(=O)O)c2ccccc2)CC1 (stereo not given)	1.7	-8.5	-5.0	-9.9	-4.2	-2.6	3.9	6.5	-1.5	106.0
CC(C)(C)C(=O)Nc1cc2c3c(c1)CCC(=O)N3CCC2	0.7	-8.0	0.1	-12.3	1.9	-9.2	0.1	12.3	-0.8	90.0
O=[N+]([O-])c1ccc(Sc2ccc(Cl)c(Cl)c2)nc1	20.4	1.5	-5.4	-6.5	3.1	-0.8	12.5	-4.3	0.8	101.0
COc1ccc(C(=O)N2CCC(C(=O)c3ccc(F)cc3)CC2)cc1	-3.7	1.5	-0.1	10.1	-2.3	-8.6	5.4	-0.8	-0.9	91.0
CCOC(=O)c1cc2c(OC)ccc(OC)c2n1CC(=O)c1ccccc1	-2.8	-1.2	-2.9	0.8	11.0	-13.0	-2.8	2.1	0.0	86.0
CCC(C)[C@H](NC(=O)NCCC1=CCCCC1)C(=O)O (stereo not given in full)	1.1	-3.0	1.6	-22.8	6.1	3.1	-2.7	-2.7	-0.7	97.0
Cc1cccc(-n2nc3c(c2NC(=O)CCC2CCCCC2)CS(=O)C3)c1C (stereo not given)	2.2	2.3	0.9	-8.4	-3.1	-4.7	-0.8	19.3	-1.2	97.0
Cc1cc(NC(=O)CSc2c3c(nc4ccccc24)CCC3)no1	8.3	0.7	12.2	7.7	15.2*	-8.3	6.0	5.3	1.2	100.0
O=C(O)c1ccc(NS(=O)(=O)c2ccc(Cl)cc2)cc1	2.7	1.9	-0.3	3.2	0.1	0.2	3.0	4.8	-2.9	101.0
O=NN1CCN(c2ccncc2S(=O)(=O)N2CCCCC2)CC1	-2.5	-4.3	-3.0	7.4	2.9	3.0	-4.1	12.4	-1.9	105.0
CCOc1ccc(N(CC(=O)NC2CCCCC2C)S(=O)(=O)c2c(C)noc2C)cc1 (stereo not given)	-1.7	-2.2	-3.6	-6.1	-0.9	3.3	0.4	4.5	-0.9	101.0
COc1ccc(S(=O)(=O)Nc2ccc3c(c2)n(C)c(=O)n3C)cc1F	13.9	3.0	4.6	-16.6	-3.9	3.8	-4.8	7.8	0.6	96.0
O=C(Cc1cccs1)NCCS(=O)(=O)N1CCN(c2ccccc2F)CC1	17.2	-5.4	-0.9	-4.2	7.5	3.5	4.2	-9.5	-1.6	99.0

Compound activity from PubChem BioAssay.

The list is partial. The share of hits here may be higher or lower than overall.
